Pf gamet viab = inhibitors of late stage P. falciparum gametocyte viability; AID 743093; inhibition, % at 10.9 µM; 150,000 compounds, 0.065% hits; P. falciparum stage V gametocytes, ATP luminescence, 24 h;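 active means inhibition above the mean plus 3 SD of compounds within the control limits, set per campaign, cut at about 38% in these data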;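 further: 0% = DMSO wells and 100% = medium only without gametocytes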
HRas wt GTP = human HRas wildtype GTP binding, change in either direction; 190,000 compounds, 0.14% hits; GST-Ras wt beads, Bodipy-FL-GTP binding, flow cytometry; actives lie on both sides; P01112; AID 759; GTP binding activity, % at 10 µM;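 active means GTP binding activity at least 20% away from the 100% baseline, either lowered as inhibitor or raised as activator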;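 further: 0% = unlabeled GTP competition control and 100% = no-compound control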
Target sequence (P01112 whole entry, looked up): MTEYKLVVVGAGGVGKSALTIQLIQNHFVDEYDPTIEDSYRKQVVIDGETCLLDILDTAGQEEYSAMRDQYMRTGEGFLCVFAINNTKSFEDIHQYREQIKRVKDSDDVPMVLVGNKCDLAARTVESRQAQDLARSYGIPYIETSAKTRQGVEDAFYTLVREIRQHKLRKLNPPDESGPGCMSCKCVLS
Rab2A wt mod = changes GTP binding to wildtype dog Rab2A, up or down | GTP binding activity, % at 10 µM | AID 760 | GST-Rab2 wt beads, Bodipy-GTP binding, flow cytometry | P61105 | 190,000 compounds, 0.19% hits;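 active means GTP binding activity at least 20 points away from 100%, either lowered or raised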;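 further: 0% = beads with excess unlabeled GTP and 100% = no-compound control corrected for plate trend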
Rab7 wt modul = dog Rab7 wildtype GTP binding, inhibitors and activators | GST-Rab7 beads, fluorescent GTP binding, flow cytometry; actives lie on both sides; untreated = 100%, excess cold GTP = 0% | GTP binding activity (percent of control), % at 10 µM | 190,000 compounds, 0.055% hits | AID 758;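 active means fluorescent GTP binding to Rab7 beads changed by at least 20 points from the 100% baseline, either direction, mostly lower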;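 further: median green fluorescence of bound Bodipy-FL-GTP per Rab7 bead population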
Rac1 wt GTP bind = alters GTP binding to wildtype human Rac1; GST-Rac1 beads, fluorescent GTP binding, flow cytometry; actives lie on both sides; 0 = cold GTP competed, 100 = untreated; GTP binding activity (% of control), % at 10 µM; 190,000 compounds, 0.27% hits;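 active means GTP binding activity at least 20 points away from the 100% control level, either lower or higher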
Mcl1-Noxa inh = disrupts binding of human Mcl-1 to Noxa peptide; Q07820; TR-FRET Mcl-1/Noxa peptide binding, 2 h; inhibition, % at 21.7 µM; 220,000 compounds, 1.5% hits; AID 1022;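 active means compounds that cut the protein-peptide binding signal by more than 50% relative to plate controls in a single-dose test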;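 further: His-tagged Mcl-1 with rhodamine Noxa BH3 peptide and terbium anti-His antibody; 0% = Mcl-1 plus Noxa peptide wells and 100% = peptide-only wells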
ABCB1 block = inhibitors of human ABCB1 transporter, ABCG2 counter-screen | P08183 | CCRF-Adr cells, JC-1 efflux, flow cytometry | inhibition, % at 6.6 µM | 190,000 compounds, 0.067% hits | AID 1326; in the data active means inhibition above about 40%;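 further: 0% = vehicle and 100% = reference inhibitor; higher value means more JC-1 retained so stronger ABCB1 efflux block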
Cdc42 wt GTP = human Cdc42 wildtype GTP binding change, either direction. P60953. GST-Cdc42 beads, Bodipy-GTP binding, flow cytometry; actives lie on both sides. percent activity (GTP binding), % at 10 µM. 190,000 compounds, 0.2% hits;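 active means percent activity GTP binding at least 20 points away from the 100% baseline, either down as inhibitor or up as activator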;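 further: median bead fluorescence of bound Bodipy-FL-GTP at 100 nM; 0% = excess unlabeled GTP control and 100% = no compound control; below 100% means less GTP binding so inhibitor and above means activator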
Target sequence (P60953 whole entry, looked up): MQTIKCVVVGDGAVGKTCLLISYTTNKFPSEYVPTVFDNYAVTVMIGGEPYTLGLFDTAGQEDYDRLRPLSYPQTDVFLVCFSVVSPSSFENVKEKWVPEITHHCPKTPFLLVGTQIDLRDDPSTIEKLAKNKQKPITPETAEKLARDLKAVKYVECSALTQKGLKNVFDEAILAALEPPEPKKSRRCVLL
ABCG2 inh = human ABCG2 inhibition, ABCB1 as counter-screen. Q9UNQ0. IgMXP3 cells, JC-1 efflux, flow cytometry. inhibition, % at 6.6 µM. 190,000 compounds, 0.1% hits. AID 1325;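 active means inhibition above 80%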;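 further: 0% = DMSO and 100% = nicardipine control wells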
Target sequence (Q9UNQ0 whole entry, looked up): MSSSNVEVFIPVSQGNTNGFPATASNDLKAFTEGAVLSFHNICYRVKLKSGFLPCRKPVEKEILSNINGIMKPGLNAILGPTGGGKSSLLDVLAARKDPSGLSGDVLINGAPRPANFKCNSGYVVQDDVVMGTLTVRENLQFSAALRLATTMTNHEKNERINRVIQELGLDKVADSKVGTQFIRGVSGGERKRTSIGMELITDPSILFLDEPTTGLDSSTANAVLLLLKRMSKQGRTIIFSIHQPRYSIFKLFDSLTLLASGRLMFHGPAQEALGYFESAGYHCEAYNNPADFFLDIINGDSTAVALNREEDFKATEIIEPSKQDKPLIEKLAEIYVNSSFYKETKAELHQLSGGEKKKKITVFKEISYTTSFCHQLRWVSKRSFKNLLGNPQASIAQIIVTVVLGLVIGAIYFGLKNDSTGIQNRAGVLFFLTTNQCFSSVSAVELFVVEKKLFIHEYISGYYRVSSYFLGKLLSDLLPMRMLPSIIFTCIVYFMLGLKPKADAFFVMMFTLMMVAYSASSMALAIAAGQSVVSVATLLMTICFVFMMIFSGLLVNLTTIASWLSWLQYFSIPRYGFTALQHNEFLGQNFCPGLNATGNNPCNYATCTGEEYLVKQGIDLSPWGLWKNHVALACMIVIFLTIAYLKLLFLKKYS
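Test system: IgMXP3 (ABCG2) plus far-red-tagged CCRF-Adr (ABCB1) cells / Amount: 3 million cells/mL in well / Reagent: JC-1 transporter substrate / Timing: 10 min compound exposure, 25 °C / Signal: flow cytometry, 530 nm JC-1 signal / Read-out: percent efflux inhibition, scaled nicardipine 100% to DMSO 0% / Benchmarks: nicardipine as high control, DMSO as low control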
Rac1 act GTP bind = human Rac1 activated mutant GTP binding change; P63000; GST-Rac1 activated beads, fluorescent GTP binding, flow cytometry; actives lie on both sides; 100% means binding = to untreated wells; AID 764; percent activity (GTP binding), % at 10 µM; 190,000 compounds, 0.11% hits;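 active means GTP binding at least 20 percentage points away from the 100% baseline, in either direction, so actives lie on both sides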
Avidin bead fluor = avidin bead compound fluorescence profile; Avidin beads, compound fluorescence 488/530 nm, flow cytometry; hits give high values; fluorescence (KMESF) at 10 µM; 220,000 compounds, 0.38% hits; AID 1775; in the data active means fluorescence above about 47; further: inactives centre near 10
* hit, by the source's call; · = no result given. Rows were taken by chance; about 2.3% have a hit in one of these screens.

Value order: Pf gamet viab, HRas wt GTP, Rab2A wt mod, Rab7 wt modul, Rac1 wt GTP bind, Mcl1-Noxa inh, ABCB1 block, Cdc42 wt GTP, ABCG2 inh, Rac1 act GTP bind, Avidin bead fluor
COc1ccc(CC2(CO)CCN(S(=O)(=O)c3sccc3C)CC2)cc1
    7, 61*, 66*, 66*, 58*, 15, 0.2, 63*, 0, 57*, 7
O=C(C1=C[C@H](c2coc3ccccc3c2=O)C[C@H](OCCCCO)O1)N1CCN(Cc2ccc3c(c2)OCO3)CC1
    ·, 97, 99, 104, 97, -11, 3.5, 97, 1, 95, 6
Cc1[nH]c2ccc(Cl)cc2c(=O)c1CN1CCCC1
    ·, 94, 91, 102, 102, 1, -0.6, 96, -4, 92, 14
Cc1nn(Cc2ccccc2)c(Cl)c1C(=O)OCC#N
    -9, 95, 95, 93, 98, 13, 1.0, 95, 6, 96, 25
CN(CCOc1ccccc1)CC(=O)Nc1ccc([N+](=O)[O-])cc1Cl
    ·, 91, 94, 93, 92, 0, 0.8, 95, 11, 91, 11
CCOC(=O)C1CCN(C(=O)c2ccc(N(C)S(C)(=O)=O)cc2)CC1
    ·, 99, 96, 96, 97, -17, -0.2, 97, 0, 98, 10
O=c1c(C(c2c(O)nc3n(c2=O)CCS3)c2cccc3ccccc23)c(O)nc2n1CCS2
    ·, 95, 93, 92, 93, 53*, -0.6, 94, -2, 92, 16
Cc1cc(C)n2cc(-c3ccc(Cl)cc3)c(C(=O)O)c2n1
    1, 102, 100, 104, 103, 9, -0.3, 95, 9, 93, 10
O=C(N=C1c2ccccc2CN1c1ccc(F)c(Cl)c1)c1cccnc1Cl
    5, 98, 98, 96, 103, 2, 0.9, 95, -3, 101, 3
O=C(/C=C/c1ccc(Cl)cc1Cl)Nc1cccc(S(=O)(=O)NC2=NCCC2)c1
    10, 95, 96, 104, 91, 6, -0.5, 94, -1, 93, 20
COc1cccc(C2=NOC(C(=O)NCCN3CCOCC3)C2)c1 (stereo not given)
    ·, 106, 105, 103, 105, -2, 1.2, 107, 5, 101, 7
Cc1ccc(CN2C(=O)NC(Cc3c[nH]c4ccccc34)C2=O)cc1 (stereo not given)
    ·, 98, 97, 97, 102, -4, -0.1, 101, 5, 99, 16
CC(C)(C)Nc1nc(NCc2cccnc2)nc(N2CCOCC2)n1
    ·, 101, 98, 94, 104, 2, 0.8, 99, 1, 96, 26
O=C(OCC(=O)c1ccco1)c1ccc2ncsc2c1
    ·, 101, 100, 101, 102, 8, 1.0, 99, 11, 98, 9
Cc1cccc(-c2nnc(NC(=O)c3ccc(Cl)cc3)o2)c1
    7, 100, 97, 95, 103, -66, -0.3, 99, 1, 97, 32
Cc1ccc(C)c(N=Nc2ccc(O)c3ncccc23)c1
    -16, 97, 99, 102, 102, -23, 0.1, 97, 1, 96, 8
O=c1oc2c(CN3CCOCC3)c(O)ccc2c2c1CCCC2
    ·, 98, 96, 94, 96, 5, 0.7, 97, 3, 96, 38
COc1cc(CC(=O)NCC2COc3ccccc3O2)cc(OC)c1OC (stereo not given)
    10, 99, 99, 104, 101, 14, 0.8, 96, 3, 97, 11
O=C1NN(c2ccccc2)C(=O)/C1=C\c1ccc(-c2cc([N+](=O)[O-])ccc2O)o1
    -2, 95, 93, 99, 95, 87*, -0.7, 93, -2, 92, 12
C=CCn1c(SCC(=O)Nc2ccc(F)cc2)nc2cc(C(=O)O)ccc2c1=O
    ·, 98, 98, 104, 99, 12, 0.6, 97, -1, 97, 12
Cc1cc(Cl)c(OCCCNCc2ccccc2)c(Br)c1
    6, 107, 107, 97, 109, 28, 5.3, 109, 16, 104, 9
Cc1ccccc1NC1=NS(=O)(=O)c2ccccc21
    ·, 106, 104, 101, 108, 14, 0.9, 102, 6, 101, 10
CCc1ccc(NC(=O)c2ccc(OC)c([N+](=O)[O-])c2)cc1
    -3, 100, 99, 99, 101, -5, 0.9, 99, 19, 100, 14
COCCCNC(=O)CC(=O)N/N=C\c1ccc(SC)cc1
    5, 94, 95, 95, 97, 10, 0.3, 95, 14, 96, 12
CCCCCn1c(SCC#N)nc2cc(C(=O)NCC3CCCO3)ccc2c1=O (stereo not given)
    17, 95, 94, 90, 91, -129, 1.4, 96, 4, 94, 14
O=[N+]([O-])c1ccccc1/C=C/C=N/n1c(-c2ccco2)n[nH]c1=S
    -16, 80, 82, 84, 77*, 41, -1.4, 76*, -13, 75*, 9
O=Cc1c(Sc2ccccn2)nc2ccccn2c1=O
    -14, 104, 99, 102, 109, -3, 1.1, 99, 6, 98, 5
O=C(O)c1ccc(N2CCCCS2(=O)=O)cc1
    22, 95, 97, 94, 98, 7, 0.2, 97, 3, 98, 11
Cc1ccccc1C(=O)NC(=S)NCc1cccnc1
    2, 98, 98, 106, 98, 15, -0.3, 95, 0, 97, 10
CC(C)c1c(O)nc(SCCC(=O)O)[nH]c1=O
    2, 94, 95, 92, 95, 22, 0.5, 97, 1, 96, 10

Whole records from above.
Profile of O=C1NN(c2ccccc2)C(=O)/C1=C\c1ccc(-c2cc([N+](=O)[O-])ccc2O)o1 → Pf gamet viab = -2; HRas wt GTP = 95; Rab2A wt mod = 93; Rab7 wt modul = 99; Rac1 wt GTP bind = 95; Mcl1-Noxa inh = 87*; ABCB1 block = -0.7; Cdc42 wt GTP = 93; ABCG2 inh = -2; Rac1 act GTP bind = 92; Avidin bead fluor = 12
Profile of CCOC(=O)C1CCN(C(=O)c2ccc(N(C)S(C)(=O)=O)cc2)CC1 → Pf gamet viab = ·; HRas wt GTP = 99; Rab2A wt mod = 96; Rab7 wt modul = 96; Rac1 wt GTP bind = 97; Mcl1-Noxa inh = -17; ABCB1 block = -0.2; Cdc42 wt GTP = 97; ABCG2 inh = 0; Rac1 act GTP bind = 98; Avidin bead fluor = 10
Profile of O=c1oc2c(CN3CCOCC3)c(O)ccc2c2c1CCCC2 → Pf gamet viab = ·; HRas wt GTP = 98; Rab2A wt mod = 96; Rab7 wt modul = 94; Rac1 wt GTP bind = 96; Mcl1-Noxa inh = 5; ABCB1 block = 0.7; Cdc42 wt GTP = 97; ABCG2 inh = 3; Rac1 act GTP bind = 96; Avidin bead fluor = 38

Continued:
Value order: Pf gamet viab, HRas wt GTP, Rab2A wt mod, Rab7 wt modul, Rac1 wt GTP bind, Mcl1-Noxa inh, ABCB1 block, Cdc42 wt GTP, ABCG2 inh, Rac1 act GTP bind, Avidin bead fluor
O=c1[nH]c(=O)n(Cc2ccccc2)c2nc(-c3ccc(Oc4ccc(F)cc4)c([N+](=O)[O-])c3)n(CCO)c12
    -3, 99, 99, 95, 102, 25, 1.2, 98, 27, 100, 5
COc1cc(CN(C(=O)c2ccco2)c2ccc(C)cc2)ccc1O
    4, 96, 95, 98, 95, 6, 0.1, 92, 0, 94, 22
O=C(Cc1cccc2ccccc12)Nc1ccc(OC(F)F)c(Cl)c1
    ·, 98, 98, 98, 99, 0, 0.0, 98, 1, 96, 3
CCC1CCCCN1Cc1cc(OC)c(O)c([N+](=O)[O-])c1 (stereo not given)
    ·, 106, 106, 102, 106, 3, 0.8, 107, 2, 103, 6
COc1ccc(C(=O)O/N=C(\N)c2ccccc2)c(OC)c1
    -50, 99, 97, 94, 100, 10, 0.2, 101, 20, 100, 5
CCCCCCCn1c(=N)n(CC(O)c2ccco2)c2ccccc21 (stereo not given)
    -18, 100, 100, 105, 98, 13, 0.3, 97, 8, 94, 11
CC1(C)Cc2c(c(N3CCOCC3)nc3snc(Br)c23)CO1
    ·, 101, 100, 97, 102, 4, 0.8, 106, 5, 101, 39
O=C(CCS(=O)(=O)c1ccccc1)NC12CC3CC(CC(C3)C1)C2
    ·, 100, 101, 101, 102, -3, 0.9, 101, 3, 101, 7
Cc1cc2c(c(SCC(N)=O)n1)C(=O)OC2
    -21, 96, 96, 95, 97, 8, 0.6, 97, 2, 94, 30
Cc1nnc(SCC(=O)NC2CCCC2)s1
    ·, 105, 99, 103, 111, 13, 0.3, 106, 0, 98, 5
O=C(Cc1cccs1)Nc1ccccn1
    ·, 100, 98, 99, 98, 31, 0.3, 100, 2, 96, 15
O=C(O)C1C2CCC(C2)C1C(=O)Nc1nc2ccccc2s1 (stereo not given)
    ·, 100, 101, 97, 100, 20, 0.0, 102, -1, 99, 25
N=c1n(Cc2ccccc2Cl)c2ccccc2n1CC(O)c1ccco1 (stereo not given)
    4, 102, 102, 109, 101, -3, 0.0, 100, 0, 98, 3
O=C(CN1C(=O)c2ccccc2C1=O)Nc1cccc([N+](=O)[O-])c1
    -12, 101, 102, 99, 102, 15, 1.2, 97, 14, 101, 15

Some of the entries so far, as labelled records.
COc1cc(CC(=O)NCC2COc3ccccc3O2)cc(OC)c1OC (stereo not given)
  Pf gamet viab = 10; HRas wt GTP = 99; Rab2A wt mod = 99; Rab7 wt modul = 104; Rac1 wt GTP bind = 101; Mcl1-Noxa inh = 14; ABCB1 block = 0.8; Cdc42 wt GTP = 96; ABCG2 inh = 3; Rac1 act GTP bind = 97; Avidin bead fluor = 11

O=C1NN(c2ccccc2)C(=O)/C1=C\c1ccc(-c2cc([N+](=O)[O-])ccc2O)o1
  Pf gamet viab = -2; HRas wt GTP = 95; Rab2A wt mod = 93; Rab7 wt modul = 99; Rac1 wt GTP bind = 95; Mcl1-Noxa inh = 87*; ABCB1 block = -0.7; Cdc42 wt GTP = 93; ABCG2 inh = -2; Rac1 act GTP bind = 92; Avidin bead fluor = 12

C=CCn1c(SCC(=O)Nc2ccc(F)cc2)nc2cc(C(=O)O)ccc2c1=O
  Pf gamet viab = ·; HRas wt GTP = 98; Rab2A wt mod = 98; Rab7 wt modul = 104; Rac1 wt GTP bind = 99; Mcl1-Noxa inh = 12; ABCB1 block = 0.6; Cdc42 wt GTP = 97; ABCG2 inh = -1; Rac1 act GTP bind = 97; Avidin bead fluor = 12

Cc1cc(Cl)c(OCCCNCc2ccccc2)c(Br)c1
  Pf gamet viab = 6; HRas wt GTP = 107; Rab2A wt mod = 107; Rab7 wt modul = 97; Rac1 wt GTP bind = 109; Mcl1-Noxa inh = 28; ABCB1 block = 5.3; Cdc42 wt GTP = 109; ABCG2 inh = 16; Rac1 act GTP bind = 104; Avidin bead fluor = 9

Screens: PubChem BioAssay, several laboratories
